Screening results (PubChem)
EBV gp42 inh = inhibitors of Epstein-Barr virus glycoprotein 42 | Q1HVG2 | 220,000 tested, 0.42% active | inhibition, % (tested at 21.74 µM) | AID 1085 | Fluorescence polarization binding assay, mP read-out; in the data active = inhibition above about 50%
TRPML3 ag = agonists of human TRPML3 channel | 220,000 tested, 0.29% active | HEK293 TRPML3-YFP, Fluo-8 calcium fluorescence; 100% = the carbachol control signal | activation, % at 3 µM | Q8TDD5 | AID 1448;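 active = activation above its plate's cutoff, the mean activation of the plate's test wells plus 3 SD, cut at about 12% in these data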;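 also: 0% = DMSO only wells and 100% = carbachol wells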
Target sequence (Q8TDD5 whole entry, looked up): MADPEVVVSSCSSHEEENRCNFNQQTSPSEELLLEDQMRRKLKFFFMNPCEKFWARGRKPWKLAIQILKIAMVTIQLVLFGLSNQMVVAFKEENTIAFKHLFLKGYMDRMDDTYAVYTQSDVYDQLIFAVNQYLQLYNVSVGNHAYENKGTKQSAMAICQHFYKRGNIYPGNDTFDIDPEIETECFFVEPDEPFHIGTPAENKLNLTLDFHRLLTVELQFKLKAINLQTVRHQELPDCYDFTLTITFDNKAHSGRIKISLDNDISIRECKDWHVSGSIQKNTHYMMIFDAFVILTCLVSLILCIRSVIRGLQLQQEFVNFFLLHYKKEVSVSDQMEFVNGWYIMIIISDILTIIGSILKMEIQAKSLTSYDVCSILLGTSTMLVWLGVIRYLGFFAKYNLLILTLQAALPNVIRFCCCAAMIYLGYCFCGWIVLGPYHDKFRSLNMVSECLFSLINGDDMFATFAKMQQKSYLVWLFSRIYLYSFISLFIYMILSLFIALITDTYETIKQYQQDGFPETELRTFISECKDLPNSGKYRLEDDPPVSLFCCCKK
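Test system: TRPML3-YFP stable HEK293 cells. Doses: single point at 3 µM. Incubation: dye loading 1 h 37 °C then 30 min ambient, 125 s read. Signal: Fluo-8 calcium dye fluorescence, ex 470-495, em 515-575 nm. Measure: percent activation from peak-to-basal fluorescence ratio, scaled between DMSO and carbachol.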
TNF death inh = blocks TNF-alpha induced death of Jurkat FADD-/- cells | Jurkat FADD-/- TNF necroptosis rescue, ATP luminescence, 24 h; 0 = TNF only, 100 = no-TNF cells | activation (protection from cell death), % at 10 µM | 220,000 tested, 0.068% active | AID 463075;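 active = activation, meaning protection from cell death, of at least 50% relative to plate controls; inactive = activation below 50%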;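 also: necroptosis triggered by 40 ng/mL TNF-alpha added together with compound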
Mdm2 ligase inh = inhibitors of human Mdm2 E3 ubiquitin ligase; Q00987; AID 1230; signal enhancement, % at 5 µM; cell-based MDM2 ubiquitination luciferase reporter, 2 h; 0 = plate control, 100 = twice control, blank-subtracted; 210,000 tested, 0.11% active;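 active = signal enhancement of 30% or more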;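 also: luminescence tracks abundance of the self-degrading MDM2-luciferase fusion protein; higher signal means inhibition of MDM2 E3 ligase activity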
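Timing – 2 h compound exposure at 37 °C · Assay system – mammalian cells stably expressing self-ubiquitinating, self-degrading MDM2 E3–luciferase fusion · Amount – 2000 cells seeded into each well · Measure – % luminescence enhancement versus blank-corrected plate control mean · Measured by – SteadyLite luminescence, 15 min reagent step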
PPC-1+TRAIL kill = PPC-1 cancer cell killing with TRAIL present | cell killing (% activity), % at 4 µM | 220,000 tested, 0.41% active | AID 1443 | PPC-1 cells + TRAIL, ATPLite viability luminescence;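 active = cell killing above 50% in the first pass at 4 µM, then a duplicate retest at 5 µM averaging 50% or more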;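 also: plate controls were cells with TRAIL plus DMSO for no effect and medium-only wells lacking cells for full effect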
CHOP inhibitor = inhibitors of CHOP induction in ER stress response | CHO-K1 CHOP-promoter luciferase, tunicamycin-induced, 15-18 h | inhibition, % at 10 µM | 220,000 tested, 3.8% active | AID 2732;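 active = compounds that reduced the stress-induced luciferase reporter signal by more than about 70% of percent inhibition, limit read from the data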;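 also: 0% = tunicamycin plus vehicle and 100% = wells without tunicamycin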
p47phox inh = inhibitors of human p47phox binding. AID 1274. 220,000 tested, 0.53% active. inhibition, % at 24.7 µM. p47phox/p22phox peptide binding, fluorescence polarization, 2 h. P14598;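 active = inhibition above about 30%, limit read from the data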;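 also: 0% = p47phox with labelled peptide and 100% = labelled peptide alone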
Target sequence (P14598 whole entry, looked up): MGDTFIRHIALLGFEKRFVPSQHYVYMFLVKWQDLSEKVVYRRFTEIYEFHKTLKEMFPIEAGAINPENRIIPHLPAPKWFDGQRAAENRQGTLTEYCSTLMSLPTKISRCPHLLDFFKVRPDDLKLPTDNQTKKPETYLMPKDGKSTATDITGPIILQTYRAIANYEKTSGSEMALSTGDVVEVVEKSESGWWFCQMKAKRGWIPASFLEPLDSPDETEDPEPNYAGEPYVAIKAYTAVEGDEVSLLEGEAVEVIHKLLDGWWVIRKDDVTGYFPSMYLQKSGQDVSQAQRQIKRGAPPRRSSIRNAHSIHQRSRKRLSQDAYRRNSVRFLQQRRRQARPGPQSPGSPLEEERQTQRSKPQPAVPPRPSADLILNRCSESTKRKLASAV
zfTRPN1 agonist = activates the zebrafish TRPN1 channel | 220,000 tested, 0.18% active | AID 1424 | HEK293 zebrafish TRPN1-YFP, Fluo-8 calcium fluorescence; 100% = response to 87 µM carbachol | activation, % at 3 µM;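 active = activation above its plate's cutoff, the mean activation of test wells on that plate plus 3 SD, cut at about 19% in these data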;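 also: 0% = DMSO alone and 100% = 87 µM carbachol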
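Material: zebrafish TRPN1-YFP in HEK293 cells; Doses: single test compound dose, 3 µM nominal, 0.3% DMSO; Timing: dye loading 1 h at 37 °C, then 30 min room temperature; Technique: intracellular calcium fluorescence with Fluo-8; Benchmarks: high carbachol 87 µM, low DMSO alone.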
Runt-SMMHC FRET = Runt domain-CBFb-SMMHC interaction inhibition; Cerulean-Runt/Venus-CBFb-SMMHC FRET ratio 530/480, 1 h; 220,000 tested, 0.74% active; Q01196+Q13951; inhibition, % at 20 µM;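 active = mean inhibition across duplicate retests at 20 µM reaching about 50%, limit read from the data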;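 also: 0% = DMSO wells and 100% = wells with excess untagged CBFb-SMMHC; inhibitors lower the FRET ratio by blocking Runt binding to CBFb-SMMHC; some results filed as inactive read as strong as hits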
Numbers without * were called inactive; nt = no result given. Outcome played no part in choosing rows; about 5.9% have a hit in one of these screens.

SMILES	EBV gp42 inh	TRPML3 ag	TNF death inh	Mdm2 ligase inh	PPC-1+TRAIL kill	CHOP inhibitor	p47phox inh	zfTRPN1 agonist	Runt-SMMHC FRET
Cc1ncc(CO)c(/C=N/NC(=O)c2ccccc2Br)c1O	10	0.5	-1.6	-6	4	17	11	0.3	64*
CCOC(=O)c1c(-c2ccccc2)csc1NC(=O)CSc1ccccc1	-1	0.8	1.5	17	1	11	-3	2.2	-4
COc1cc(C(=S)N2CCCC2)cc(OC)c1OC	5	0.4	-1.0	-15	6	-15	-2	1.1	-4
Cc1ccc(NC(=O)CCC(=O)NCCO)cc1	-26	0.8	1.0	-10	8	-6	-8	-0.2	-2
Cc1ccc(C2NC(c3ccc(C)cc3)C([N+](=O)[O-])C(C)(C)C2[N+](=O)[O-])cc1 (centres undefined)	-15	0.2	2.6	-4	28	4	-6	0.6	3
CCN(CC)Cc1ccc(OC)c(Cl)c1	-14	0.3	1.8	1	24	-12	-11	-0.5	-2
COc1ccc(C(=O)Nc2ccccc2C(=O)N/N=C/c2cccc3ccccc23)cc1	13	0.2	-24	-50	90*	56	-23	1.2	-4
Cn1c(=NC(=O)CSCC(=O)N2CCCCC2)sc2ccccc21	-4	1.1	-0.3	2	21	-4	-4	3.3	5
CC(C)OC(=O)CC1C(=O)NCCN1C(=S)NC(=O)c1ccc(F)cc1 (centres undefined)	1	0.5	0.0	-15	21	9	-5	0.6	-2
CC(=O)Nc1ccc(S(=O)(=O)Nc2nccc(/C=C/c3ccccc3F)n2)cc1	-4	-0.2	-0.9	-4	-1	31	8	-0.2	-1
CC1CCN(CC(=O)n2c3c(c4ccccc42)CCCC3)CC1	-23	-1.1	2.7	-2	-15	38	-16	-1.6	-77
O=C1c2cccc3cccc(c23)C(=O)N1CC1CCN(S(=O)(=O)c2ccc(F)cc2)CC1	4	0.9	3.7	13	5	16	-17	1.8	1
O=C(CSc1nnc2sc3ccccc3n12)N1CCN(c2ccccc2)CC1	-11	0.5	-0.4	-3	-9	33	-6	0.7	3
CCCC1CCC(C(=O)Nn2c(C)nc3ccccc3c2=O)CC1 (centres undefined)	-13	0.2	0.3	-4	20	60	-8	0.2	4
c1cncc(CNc2c3c(nc4nnnn24)CCCC3)c1	-19	0.9	-0.6	-12	-1	1	-1	0.8	-1
COc1cccc(C(=O)CSc2nnc(CNS(=O)(=O)c3ccc(C)cc3)n2C)c1	-14	0.3	-3.6	-2	5	-2	-11	0.4	4
O=C(c1cc(-c2ccccc2)nc2ccccc12)N1CCCc2ccccc21	-2	-0.2	1.4	7	-7	22	-27	-1.4	0
Cc1cc(C)cc(N(C(=O)Cn2nnc(-c3ccccc3)n2)C(C(=O)NC2CCCCC2)c2ccccn2)c1 (centres undefined)	-34	1.3	0.1	-9	-10	64	-15	-1.7	-2
COC(=O)c1cc2c(s1)-c1cc(F)ccc1OC2	0	0.5	-0.4	-11	15	7	-14	-0.8	19
C=CCN(CC=C)C(=S)NC(=O)c1ccc([N+](=O)[O-])cc1	-7	0.1	-2.9	0	4	-105	-1	1.6	-3
O=C(/C=C/c1cccs1)NC1CCS(=O)(=O)C1 (centres undefined)	-13	0.5	0.8	3	-10	34	-3	1.1	1
COc1ccccc1CNC(=O)c1ccc(C)s1	-5	0.3	1.9	-2	7	9	nt	1.9	-1
O=C1CC(c2ccc(Cl)c(Cl)c2)CC(O)=C1C=NCCN1CCNCC1 (centres undefined)	6	0.8	-0.4	-19	27	38	-3	0.9	-1
CC1CN(S(=O)(=O)Cc2ccccc2)CC(C)O1 (centres undefined)	-3	1.0	0.1	4	11	13	-43	3.2	3
C/C=C/c1cc(CN2CCN(c3ccc(OC)cc3)CC2)c(O)c(OC)c1	-6	0.7	-0.5	5	8	34	3	-1.3	1
SMILES	EBV gp42 inh	TRPML3 ag	TNF death inh	Mdm2 ligase inh	PPC-1+TRAIL kill	CHOP inhibitor	p47phox inh	zfTRPN1 agonist	Runt-SMMHC FRET
O=S(=O)(c1ccc(F)cc1)n1ccc(-c2cccc(OCc3ccc(Cl)cc3Cl)c2)n1	-13	1.2	0.5	1	1	49	-2	0.4	4
COC(=O)C1C(O)=C(C(C)=Nc2cccc3ccccc23)C(=O)CC1(C)C (centres undefined)	4	0.3	-12	-7	12	8	-6	0.9	2
Cc1ccc(NC(=O)CSc2nnc(-c3ccccn3)n2N)c(Br)c1	-7	0.1	-0.7	-21	-3	4	-16	-1.0	3
CCCCN(CCCC)CC(O)CN(c1cc([N+](=O)[O-])ccc1OC)S(=O)(=O)c1ccccc1 (centres undefined)	-16	2.1	3.7	-7	-7	23	-5	-1.6	-2
Cn1c(=O)[nH]c(=O)c2c1nc(N1CCOCC1)n2CCN1CCOCC1	-8	0.5	-1.9	4	-12	-16	4	0.7	1
c1ccc2c(c1)nc(NCCN1CCOCC1)c1nncn12	2	0.5	0.9	-11	15	32	-6	-0.5	2
O=C1Nc2ccccc2N(O)N1c1cc(-c2ccccc2)[nH]n1	-18	0.6	0.9	-1	6	16	-2	0.7	2
CC1=C(C)CC(C(=O)NNC(=O)c2ccccc2O)C(C(=O)O)C1 (centres undefined)	-5	0.4	-3.4	-13	19	21	-11	0.1	-2
CC(=O)Nc1ccc(Nc2cc(N3CCOCC3)c3nonc3c2[N+](=O)[O-])cc1	-22	-0.5	-0.9	-48	21	-4	-4	-0.6	-2
Cc1cc(C)cc(NC(=S)NCCCO)c1	0	0.9	1.2	-5	13	6	1	0.9	-3
O=C(CCN1C(=O)c2ccccc2C1=O)CN1CCOCC1	-2	0.6	0.0	-12	35	12	-2	0.1	0
Cc1ccc(-n2nc(C(=O)NCc3ccc(C)o3)c3c4ccccc4n(C)c3c2=O)cc1	-16	0.9	-6.0	-4	19	0	4	-1.0	-6
O=C(CCCN1C(=O)c2ccccc2C1=O)Nc1ccc2c(c1)OCCO2	3	0.6	0.1	-8	-10	2	1	0.9	2
CC1(C)OC2C(CO)OC(n3cnc4c(=S)nc[nH]c43)C2O1 (centres undefined)	-8	0.9	-2.9	-13	8	21	-2	0.5	4
Cc1ccc(-n2nc(C)c(NC(=O)CCl)c2C)cc1C	3	-0.4	-4.6	-42	-5	-154	-6	-0.7	0
O=[N+]([O-])c1ccc(Cl)cc1N1CCOCC1	1	0.5	0.6	-19	0	-2	10	-0.5	-5
Cc1ccc(NC(=S)Nc2ccc(F)cc2)c(C)c1	-5	-0.2	-8.9	-15	26	22	-5	2.7	-4
COc1cccc2cc(C(C)OC(=O)Nc3ccc(C)cc3)oc12 (centres undefined)	-2	0.3	0.7	-10	18	24	-7	0.5	-1
Cc1nnsc1C(=O)NNC(=O)c1cccc2ccccc12	-7	0.3	0.0	-10	-13	-1	-4	0.6	1
COc1cc(C(=O)N2CCN(c3ncnc4sc(C)c(C)c34)CC2)cc(OC)c1OC	-10	-0.7	-16	-11	13	nt	-14	-0.4	-2
CC(C)(C)C1CCC2(CC1)C(Nc1cccc(C(F)(F)F)c1)=NC(=S)N2CC#N (centres undefined)	-11	1.2	-0.6	-15	34	31	0	0.8	7
CN1CCN(CCCNC(=O)c2cc3c(-c4ccc(Cl)cc4)nn(C)c3s2)CC1	-15	0.5	-1.7	-6	16	-6	-15	1.5	2
COc1ccc(OCCCC(=O)NCC(C)C)cc1	-17	0.9	0.6	-21	18	54	-13	2.2	0
OC1(c2ccc(F)cc2)CSC(=Nc2cccnc2)N1Cc1ccco1 (centres undefined)	-12	-0.3	-2.6	-21	-11	8	-18	-2.6	0
CC(C(=O)Nc1ccc2c(c1)OCCO2)N(c1ccccc1)S(C)(=O)=O (centres undefined)	-20	1.1	1.7	-1	47	-1	-7	2.1	2
SMILES	EBV gp42 inh	TRPML3 ag	TNF death inh	Mdm2 ligase inh	PPC-1+TRAIL kill	CHOP inhibitor	p47phox inh	zfTRPN1 agonist	Runt-SMMHC FRET
O=C(CCS(=O)(=O)c1cccc2nonc12)NCCc1ccccc1	-16	-0.3	-0.5	-1	27	44	-8	1.3	2
CCc1cc(C(=O)N2CCCC(CNS(=O)(=O)c3cccs3)C2)n(C)n1 (centres undefined)	-7	0.2	-0.4	-5	20	51	5	0.9	2
Cc1nc2cc(Cl)c([N+](=O)[O-])cc2s1	0	0.5	0.6	-1	17	0	6	-0.6	-4
Cc1ccc(-c2nnn(CC(=O)Nc3nnc(C(C)C)s3)n2)cc1	6	0.9	-0.2	-3	-4	25	-13	0.0	2
COc1cc(/C=N/NC(=O)c2ccccc2)ccc1O	-2	-0.8	-0.5	-1	32	-3	4	0.4	2
O=C(Nc1ccccc1Cl)c1ccc2c(c1)N(Cc1ccc(F)cc1)C(=O)CS2=O (centres undefined)	-3	-0.4	3.1	nt	-15	14	-7	0.3	2
COC(=O)Nc1nc2c(s1)CCCC2	-4	0.9	2.3	-4	16	-30	2	0.4	-4
CCC(O)(c1ccc(OC)cc1)C(CN1CCOCC1)c1ccccc1 (centres undefined)	-7	-0.1	-0.9	-5	18	19	-5	0.1	5
CSc1nc(Oc2ccc(=O)n(C)n2)nc(N(C)C)n1	-79	0.3	-1.4	-11	17	54	-1	0.8	2
O=C(CN1C(=O)c2ccccc2S1(=O)=O)NCCSCc1ccco1	-28	0.6	-0.5	-10	12	2	-5	-0.3	2
O=C(Nc1cccc(S(=O)(=O)N2CCCC2)c1)c1ccc2ccccc2n1	-6	-2.0	-2.0	10	2	35	-20	-0.6	1
CO/N=C(\Cn1ncc(NC2CCCCC2)c(Br)c1=O)c1ccc(Cl)cc1	8	0.6	-2.6	-12	10	84*	3	-2.0	1
COc1cccc(C(=O)C2CCCN(C(=O)CCC3=NNC(=O)CC3)C2)c1 (centres undefined)	-6	-0.3	0.8	4	3	-5	-3	0.9	-6
N#CC1=C(N)NC(SCc2ccc(F)cc2)=C(C#N)C12CCCCC2	13	1.3	-4.6	nt	11	45	-20	7.0	1
CCC(C)C(NC(N)=O)C(=O)Nc1ccc(C(=O)OC)cc1 (centres undefined)	-15	0.7	0.5	6	35	-20	-4	2.1	-5
Cc1ccc(-c2nc3ccsc3c(=O)o2)cc1	-10	0.5	-5.2	-19	43	36	-2	-0.6	-2
